# EWS-Fli block = EWS/Fli transcriptional activity inhibition; A673 NR0B1-luciferase reporter, viability-normalised; inhibition, % at 12.6 µM; actives 0.67% (n = 350,000);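 active = mean inhibition of at least 50% after viability correction, with every replicate also passing that limit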;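 also: firefly luciferase signal divided by Alamar Blue viability fluorescence both relative to DMSO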
# miR-122 sensor = inhibitors of miR-122 in Huh7 cells; Huh7 miR-122 Renilla luciferase sensor, 48 h; neutral wells = 0, positive control = 100; AID 602342; activation (reporter increase), % at 12.5 µM; actives 0.3% (n = 340,000);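 active = mean replicate activation score at least 90 and every replicate individually at or above 90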;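 also: higher luciferase means less miR-122 activity so hits act as miR-122 inhibitors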
# PGC1a acetyl inh = modulators of PGC1a acetylation; U2OS PGC1a acetylation, AlphaScreen anti-acetyl-lysine; with virally co-expressed GCN5 acetyltransferase; inhibition, % at 15.6 µM; actives 0.17% (n = 350,000);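 active = every replicate shows inhibition of at least 40%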;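 also: 0% = neutral control wells and 100% = positive control wells; some results beyond the cut were filed as inactive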
# FN deposition inh = fibronectin deposition inhibition; AH1F fibroblasts, Alexa488-fibronectin deposition fluorescence, overnight; actives 0.086% (n = 350,000); inhibition, % at 12.6 µM;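 active = mean inhibition across replicates of 30% or more, regardless of how many single replicates reach that level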;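 also: positive control wells lacked labelled fibronectin entirely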
#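 material = AH1F fibroblast monolayer depositing Alexa488-labelled fibronectin into matrix | amount = 10000 AH1F cells/well | buffer or medium = DMEM plus 2% serum, read in PBS | incubation = 1 h cell adhesion before compound, then overnight fibronectin incubation | detection = fluorescence at 485 nm excitation, 525 nm emission | evaluation = percent inhibition as loss of matrix-bound fibronectin fluorescence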
# LGR2 inh = inhibitors of bursicon-induced Drosophila LGR2 receptor cAMP signaling; HEK293 LGR2, CRE-luciferase, bursicon-stimulated, 4 h; inhibition, % at 9.99 µM; actives 0.35% (n = 380,000);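 active = drop in luminescence signal, shown as inhibition above about 50% in the replicate tests, limit read from the data, passing the limit was not always enough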;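 also: agonist challenge used bursicon conditioned medium at about half maximal strength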
# Cneo AK release = Cryptococcus neoformans lysis via adenylate kinase release | C. neoformans lysis, adenylate kinase release luminescence, 4 h; normalised: neutral wells 0, clomiphene wells 100 | lysis activity, % at 15 µM | actives 0.2% (n = 360,000);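 active = mean lysis activity across replicates of at least 80%, whatever share of replicates individually reach that level; inactive = mean lysis activity below 80%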
#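 Material: C. neoformans cells | Amount: Yeast cell density of 5 × 10^6 cells/mL | Medium: Fresh YPD growth medium | Dosing: Single dose | Times: Static 4 h at 37 °C with compound, 1 h detection | Detection: AK luminescence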
# Casp6 inh = inhibitors of human caspase-6; purified caspase-6, Z-VEID-R110 cleavage fluorescence; inhibition, % at 12.5 µM; actives 0.53% (n = 350,000); AID 686996;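 active = mean inhibition across replicates at least about 35%, with every replicate also reaching that limit, limit read from the data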;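 also: 0% = median of neutral control wells and 100% = no fluorescence left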
# Target sequence (P55212 24-179 limits assumed): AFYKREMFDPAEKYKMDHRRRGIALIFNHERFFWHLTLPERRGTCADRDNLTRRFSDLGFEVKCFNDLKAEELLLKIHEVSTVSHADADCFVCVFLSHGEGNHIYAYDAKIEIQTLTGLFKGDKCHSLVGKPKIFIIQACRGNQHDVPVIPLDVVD
# Target sequence (P55212 194-293 limits assumed): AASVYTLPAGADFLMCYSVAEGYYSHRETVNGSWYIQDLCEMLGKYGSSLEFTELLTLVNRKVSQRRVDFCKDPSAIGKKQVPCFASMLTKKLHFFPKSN
# PAX8 inh HTS = PAX8 transcriptional activity inhibition; RMG-I TPO-luciferase reporter, SteadyGlo, 24 h; actives 1.2% (n = 360,000); inhibition, % at 12.6 µM;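 active = mean replicate inhibition at least 60% with every replicate also reaching 60%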;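 also: luciferase light reporting Pax8 driven TPO promoter activity; plate controls were median of neutral control wells for no effect and mitoxantrone controls for full effect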
# The depositor's hits bear a star; nt = not tested or not shown; [ ] = another dose, or the depositor's remark.
# Each structure is followed by: EWS-Fli block	miR-122 sensor	PGC1a acetyl inh	FN deposition inh	LGR2 inh	Cneo AK release	Casp6 inh	PAX8 inh HTS
CC(C)n1c(O)c(N=Nc2ccc(Cl)c(C(=O)O)c2)c2ccccc21
  10	-2	0	-1	-9	0	2	-4
CCN(CC)S(=O)(=O)c1ccc(N2CC(C(=O)NCc3ccc4c(c3)OCO4)CC2=O)cc1 (configuration not stated)
  2	nt	nt	-3	-12	-1	-2	13
COc1cccc(/C=N/n2c(COc3ccccc3)n[nH]c2=S)c1OC
  6	6	1	-4	-2	-2	-1	10
Cc1nn(CCC(=O)NCc2ccc(N(C)C)cc2)c(=O)c2nn(-c3ccccc3)c(C)c12
  -1	9	3	5	5	6	2	20
COc1ccc(C2CC(=O)Oc3c(C(CCN4CCN(c5ccccc5)CC4)c4ccc(N(C)C)cc4)c(OC)cc(OC)c32)cc1 (configuration not stated)
  -1	-3	5	1	-4	-2	1	5
CC(C)NC(=O)Nc1ccc2c(c1)C(=O)N([C@@H](C)CO)C[C@H](C)[C@@H](CN(C)Cc1ccc3c(c1)OCO3)O2
  -3	-1[16.7 µM]	-10	-22	-8	-2	4	-5
O=C(Nc1ccccc1)C1CCN(C(=O)c2ccc([N+](=O)[O-])cc2)CC1
  6	nt	nt	nt	3	nt	1	-3
Clc1ccccc1/C=C/C=N/Nc1nc(N2CCOCC2)nc(N2CCOCC2)n1
  4	-6	-5	5	13	-1	1	6
CC(c1nc2ccccc2[nH]1)n1c(=O)c(-c2cccnc2)nc2ccccc21 (configuration not stated)
  0	nt	nt	0	-12	nt	6	17
COC(=O)/C(=C\c1ccc2c(c1)c1ccccc1n2C)NC(=O)c1ccccc1
  nt	5	-5	-2	11	16	nt	-1
NC(=O)c1sc2nc(-c3ccccc3)ccc2c1N
  -57	-9	6	7	-42	-1	0	-79
Cc1ccc2c3c([nH]c2c1)C(=O)CC(C)(C)S3
  -18	0	5	-4	7	-1	-2	-28
CC(C)NC(=O)N(C)C[C@@H]1Oc2cc(C#Cc3ccc(F)cc3)ccc2S(=O)(=O)N([C@H](C)CO)C[C@H]1C
  56*	24[16.7 µM]	1	nt	18	-3	1	nt
CCOc1cc(/C=N/n2cnnc2)ccc1OS(=O)(=O)c1ccccc1
  -5	-1	1	-1	-8	0	3	-3
c1ccc(Oc2ccc(-n3cnnn3)cc2)cc1
  -6	55	-3	nt	-3	nt	-1	nt
COc1cc2c(N3CCOCC3)cc(O)c(CC(=O)Nc3ccccc3)c2cc1OC
  nt	3	8	7	nt	-3	nt	-6
O=C(COc1ccc(Br)cc1Cl)NC1CCN(Cc2ccccc2)CC1
  nt	3	nt	nt	-18	13	-3	14
COc1ccccc1N1CCN(C(=O)c2[nH]c(C(F)(F)F)nc2-c2ccccc2)CC1
  72*	23	6	6	8	-3	-2	37
Cc1ccccc1NC(=O)c1ccc2c(c1)CCN2S(C)(=O)=O
  -14	0	15	6	-7	-3	-4	8
Cn1cnnc1SCC(=O)Nc1ccc(S(=O)(=O)N2CCOCC2)cc1
  -1	0	-3	4	-23	0	2	-11
CCC(=O)N1CCC2(CC1)CN(Cc1cc(F)ccc1F)[C@H](CO)c1[nH]c3cc(OC)ccc3c12
  7	nt	4	nt	-10	nt	-5	-9
Cc1ccc(S(=O)(=O)N2CCN(C(=O)c3ccc(N4CCCCC4)c([N+](=O)[O-])c3)CC2)cc1
  6	0	-2	nt	-2	1	1	-6
COc1ccc(C(=O)OCC(=O)Nc2nc3c(F)c(F)c(F)cc3s2)cc1OC
  -2	-3	-8	3	11	nt	-4	16
COC(=O)C1=C(CN2CCCc3ccccc32)NC(=O)NC1c1ccc(F)cc1 (configuration not stated)
  nt	1	7	13	17	4	nt	nt
CCOC(=O)c1c(NC(=O)COC(=O)CCCOc2ccc(OC)cc2)sc(C(=O)NC)c1C
  1	-5	6	nt	13	0	2	-10
CC(C)(C)C1CCc2c(sc(NC(=O)CSc3ncn[nH]3)c2C#N)C1 (configuration not stated)
  nt	54	nt	7	nt	3	nt	22
CCn1c(C)nc2cc(C(=O)N/N=C/c3ccc(O)c(O)c3O)ccc21
  -14	nt	nt	5	15	nt	6	10
Nc1ccc(S(=O)(=O)c2ccc(NC(=O)c3cccnc3)cc2)cc1
  3	7	-5	3	-1	1	-3	-6
CCN(CC)S(=O)(=O)c1cccc(-c2n[nH]c(=S)n2CC(C)C)c1
  4	-1	-2	-3	-2	nt	5	12
COc1cc(/C(C)=N\NC(=O)CSc2nc3ccccc3n2C)ccc1O
  -18	-2	6	2	7	-1	-1	-3
COc1ccccc1N1CCN(C2CCN(C(=O)c3ccc(F)cc3)CC2)CC1
  4	-1	18	-10	6	0	-5	10
Cc1nn(C)cc1NC(=O)C[C@H]1CC[C@H]2[C@H](COc3ccc(NC(=O)Nc4cccc(Cl)c4)cc3C(=O)N2C)O1
  -5	-17[16.7 µM]	-3	7	-11	2	-1	7
O=C(Nc1nnc([C@@H]2C[C@H](O)[C@@H](CO)O2)s1)NC(c1ccccc1)c1ccccc1
  -1	3	0	6	12	-1	-2	nt
O=C1C2CCCN2C(=O)N1CCCN1CCN(c2cccc(Br)c2)CC1 (configuration not stated)
  0	-6	8	0	5	1	-1	2
NS(=O)(=O)c1cccc(NC(=O)CSc2nnc(C3CC3)n2-c2ccccc2)c1
  -3	-8	-5	3	3	nt	1	nt
Cc1cc(N2CCCCC2)nc(N2CCCCC2)n1
  -4	nt	nt	-2	-1	nt	0	-15
CC(/C=N/NC(=O)c1ccc(Br)cc1)=C\c1ccccc1
  nt	nt	33	4	11	0	-4	nt
CC(C)C#Cc1cnc2c(c1)C(=O)N([C@@H](C)CO)C[C@@H](C)[C@H](CN(C)Cc1ccc3c(c1)OCO3)O2
  15	3[16.7 µM]	-36	nt	14	-2	0	9
CNC(=O)C[C@@H]1CC[C@@H]2[C@H](COc3ccc(NC(=O)Nc4ccccc4)cc3C(=O)N2C)O1
  0	-6[16.7 µM]	-6	-7	1	-2	7	18
O=C(Nc1ccc(Cl)cc1)c1ccc(CN2CCc3ccccc3C2)cc1
  -40	-9	-21	2	-23	-1	7	-85
CCOc1ccc(NC(=O)C2CCN(S(=O)(=O)c3cccs3)CC2)cc1
  -2	1	-9	-3	25	-1	-1	25
COc1ccc(-n2ncc3c(NCc4cccs4)ncnc32)cc1
  -141	15	-6	nt	-54	-1	4	nt
C[C@@H]1CN([C@@H](C)CO)C(=O)c2c(c3ccccc3n2C)-c2ccccc2CO[C@H]1CN(C)C(=O)N[C@H](C)c1ccccc1
  -8	nt	-12	-4	-5	51	1	2
Nc1ccc2[nH]c(=S)sc2c1
  -6	-16	22	-20	-19	2	5	-7
CCCCN1C(=O)C(CC(=O)NCC2CCCCC2)CC(C(=O)N(C(C)C)C(C)C)=C1C (configuration not stated)
  1	2	8	-7	0	-4	3	-11
COc1ccc(C(=O)Nc2ccc(N3CCOCC3)cc2)cc1S(=O)(=O)NC1CCCC1
  0	nt	-10	4	-10	nt	-2	15
O=C(C[C@@H]1C=C[C@H](NC(=O)c2ccncc2)[C@@H](CO)O1)NCC1CCCCC1
  0	nt	0	2	-12	0	1	nt
CCOC(=O)C1=CN(Cc2ccco2)S(=O)(=O)N(CC)C1c1ccccc1 (configuration not stated)
  6	nt	nt	2	-23	1	2	13
CCOC(=O)[C@@H]1CSCCS(=O)(=O)N1Cc1ccc(C(F)(F)F)cc1
  -1	nt	nt	0	-14	nt	-1	-8
O=C(NCc1cccc(F)c1)C1CCC(=O)N(CCc2cccc(F)c2)C1 (configuration not stated)
  nt	4	2	-6	6	1	-3	-3
COc1cc(C(C)=O)ccc1OCC(O)Cn1nc(C)c(C(C)=O)c1C (configuration not stated)
  18	-3	0	14	0	-1	-1	9
COc1ccc(OCc2ccc(C(=O)N3CCOCC3)cc2)cc1
  -9	1	-4	nt	4	-12	1	nt
CC(=O)Nc1cccc(NC(=O)C(F)(F)F)c1
  -9	nt	nt	-5	11	nt	3	25
CC(=O)OCC1=C(C(=O)O)N2C(=O)C(NC(=O)C(C)Cn3nc(C)c(Cl)c3C)C2SC1 (configuration not stated)
  -3	nt	nt	4	5	nt	28	3
COc1ccccc1CNS(=O)(=O)c1ccc(F)cc1Br
  -14	nt	nt	8	-3	nt	4	-7
O=C(Cc1csc(-c2ccccc2)n1)NCC(=O)Nc1ccc(F)c(F)c1F
  6	nt	-7	0	2	-3	0	nt
Cc1ccc2nc3c(cc(C(=O)NCc4ccco4)c(=N)n3C3CCCC3)c(=O)n2c1
  nt	-4	1	6	-17	2	4	6
COc1cc([N+](=O)[O-])c(OC)cc1SCc1n[nH]c(=S)n1-c1ccc(C)cc1
  11	nt	nt	16	-2	nt	-3	3
COC(=O)[C@]12C[C@H](CC(=O)NCCCN3CCCC3=O)C(=O)N(Cc3ccc4c(c3)OCO4)C1=C[C@H](COCc1ccccc1)O[C@@H]2C
  -3	nt	nt	17	-43	nt	1	-13
Cc1ccc([C@H]2C[C@H](O)[C@@H](n3cc(C4CC4)nn3)CN2C(=O)C2CCCCC2)cc1
  0	3	14	-2	11	8	-1	-8

# (more compounds)
# Each structure is followed by: EWS-Fli block	miR-122 sensor	PGC1a acetyl inh	FN deposition inh	LGR2 inh	Cneo AK release	Casp6 inh	PAX8 inh HTS
CCOC(=O)C1(CC2CCCCO2)CCN(Cc2cccnc2)CC1 (configuration not stated)
  16	0	0	-4	3	2	-3	6
CCOc1ccc(C=NC23CN4CN(CN(C4)C2)C3)cc1
  nt	-1	0	nt	nt	3	nt	-13
O=C(Cc1ccc(Cl)cc1)Nc1ccc(S(=O)(=O)N2CCOCC2)cc1
  14	11	5	-13	12	-2	1	17
c1ccc2nc3c(ccc4ccccc43)cc2c1
  -105	4	6	nt	-156	-9	-2	-248
CCOC(=O)c1ccc(N(C(=O)c2ccco2)C(C(=O)NC2CCCC2)c2ccncc2)cc1 (configuration not stated)
  15	-9	-1	12	1	3	4	-19
Cc1cccc(C)c1NC(=O)Nc1ccccc1-n1ccnc1
  6	nt	nt	-4	-5	nt	2	-6
NC(=O)c1ccc(=O)n(Cc2ccc(F)c(F)c2)c1
  5	-6	-6	0	8	-1	-5	-2
O=S(=O)(NC1CC1)c1ccc(S(=O)(=O)N2CCCc3ccccc32)cc1
  nt	-3	9	nt	-7	4	2	nt
CCOP(=O)(O)c1ccccc1OCCCCCOc1ccccc1P(=O)(O)OCC
  -6	-4	10	nt	3	-1	-2	nt
CNC[C@H]1Oc2ccc(NC(=O)Nc3ccc4c(c3)OCO4)cc2CC(=O)N([C@@H](C)CO)C[C@H]1C
  7	-7[16.7 µM]	0	6	7	nt	nt	-5

# 5 entries out of the list, ordered by count of non-hydrogen atoms, lowest first:
# Each structure is followed by: EWS-Fli block	miR-122 sensor	PGC1a acetyl inh	FN deposition inh	LGR2 inh	Cneo AK release	Casp6 inh	PAX8 inh HTS
NC(=O)c1ccc(=O)n(Cc2ccc(F)c(F)c2)c1
  5	-6	-6	0	8	-1	-5	-2
COc1ccccc1CNS(=O)(=O)c1ccc(F)cc1Br
  -14	nt	nt	8	-3	nt	4	-7
Cc1cccc(C)c1NC(=O)Nc1ccccc1-n1ccnc1
  6	nt	nt	-4	-5	nt	2	-6
O=C(Cc1ccc(Cl)cc1)Nc1ccc(S(=O)(=O)N2CCOCC2)cc1
  14	11	5	-13	12	-2	1	17
CCOC(=O)c1c(NC(=O)COC(=O)CCCOc2ccc(OC)cc2)sc(C(=O)NC)c1C
  1	-5	6	nt	13	0	2	-10
